Bioassay records deposited in PubChem BioAssay by National Center for Advancing Translational Sciences (NCATS).
MCF10A rerep: DNA re-replication induction in MCF 10a cells. MCF 10A DNA re-replication, Hoechst nuclear intensity, 48 h. Potency, µM (highest dose often 46.1 µM), without a hit: top-dose activity, positive = re-replication, usual class: activators. actives 2.9% (n = 350,000). AID 624296; further: potency means the concentration at half of the fitted maximal effect; % of control where 0% means no effect; nearly all actives have a fitted effect of over 50% in size
IL-1B inflam inh: blocks inflammasome-driven IL-1 beta release; activity change, % at 57.5 µM; AID 743279; THP-1 LPS/ATP IL-1B secretion, AlphaLISA, 16 h; active compounds read low; actives 4.7% (n = 360,000); in the data active means activity change below about -50%; inconclusive means mostly about -30% to -49%; further: on the % scale 0 is the no-effect control and ±100 the full control effect
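Secreted IL-1B measured by AlphaLISA bead assay after 16 h compound exposure of THP-1 cells; compounds (final up to 57.5 uM) added 1 h before LPS (250 ng/mL) and ATP (1.25 mM) stimulation; lower signal means less secretion.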
Nrf2 ARE act: activators of Nrf2 (ARE) signaling. AREc32 ARE-luciferase reporter (MCF7-derived line), luminescence, 24 h. actives 0.31% (n = 410,000). AID 624171. Potency, µM (highest dose often 46.1 µM), for the others: at the top dose activation, usual class: activators; further: potency means the concentration at half of the fitted maximal effect; % of control where 0% means no effect; nearly all actives have a fitted effect of over 65% in size
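Each well held 1000 AREc32 cells, which were incubated with compound for 24 hr at 37 deg C after overnight attachment, and ARE reporter activity was quantified by firefly luciferase luminescence.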
HepG2 tox: counter-screen for TGF-b inhibitors: cytotoxicity in HepG2 cells; HepG2 CAGA-GFP viability, ATP luminescence, 18 h; Potency, µM (highest dose often 46.1 µM), for the others: at the highest dose activity change, negative = cytotoxicity, most hits filed as cytotoxic; actives 0.76% (n = 410,000); further: potency means the concentration at half of the fitted maximal effect; some results filed as inactive show a strong effect at the top dose
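HepG2 CAGA-GFP cells (1000/well, DMEM with 1% FBS) received compound, then TGF-beta at 500 pg/mL final, and were incubated 18 hours at 37 degrees C. Viability was read by CellTiter-Glo luminescence. Media-only wells were set as complete cell-killing and DMSO as no toxicity.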
S2 tox: reduces viability in counter-screen for ATXN expression inhibitors. S2 cells (HEK-293 line with an ATXN2-luciferase reporter) viability, CellTiter-Fluor protease fluorescence, 24 h. Potency, µM (top dose mostly 56.7 µM), most hits filed as cytotoxic. actives 0.49% (n = 400,000); further: potency means the concentration at half of the fitted maximal effect; nearly all actives have a fitted effect of over 40% in size
A549 tox: kills or reduces viability of A549 cells in Nrf2 counter-screen; A549 ARE-Fluc cells, CellTiter-Fluor viability, 18-24 h; Potency, µM (highest dose often 46 µM), without a hit: at the top dose activity change, negative = cytotoxicity, actives largely listed as inhibitors; actives 0.16% (n = 390,000); AID 504648; further: potency means the concentration at half of the fitted maximal effect; on the % scale 0 is the no-effect control and ±100 the full control effect
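A549 ARE_Fluc cells in 5% FBS OPTI-MEM were exposed to compounds in concentration-response for 18-24 h at 37 deg C. Viability was read by CellTiter-Fluor fluorescence (Ex 405/Em 525) after 30 min, before the luciferase read.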
Nrf2 inh: Nrf2 pathway inhibition; A549 ARE-Fluc reporter, luciferase luminescence, 18-24 h; Potency, µM (top dose mostly 46 µM), inactives show at the top dose activity change, negative = inhibition, hits mostly inhibitors; actives 2.1% (n = 360,000); AID 504444; further: potency means the concentration at half of the fitted maximal effect; on the % scale 0 is the no-effect control and ±100 the full control effect; nearly all actives have a fitted effect of over 60% in size
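In this cell-based qHTS, ARE-driven firefly luciferase in A549 cells reports Nrf2 activity; the luminescent signal after BugLite lysis is the measured value, with a prior CellTiter-Fluor read for cell health.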
ATXN2 expr inh: reduces ATXN2 reporter expression in HEK-293 cells | HEK-293 ATXN2-luciferase reporter, luminescence, 24 h | Potency, µM (doses to about 57 µM), for inactives: top-dose activity change, negative = inhibition, actives largely listed as inhibitors | actives 0.72% (n = 360,000) | AID 1745845; further: potency means the concentration at half of the fitted maximal effect; on the % scale 0 is the no-effect control and ±100 the full control effect; nearly all actives have a fitted effect of over 55% in size
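qHTS (up to 57 uM final) was run with 24 h compound exposure of reporter cells at 37 °C. Each well was multiplexed: SteadyGlo luminescence measured ATXN2-luciferase expression after a fluorogenic Gly-Phe-AFC viability readout (25 uM final).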
TGFb inhibitor: TGF-b pathway inhibition; HepG2 CAGA-GFP TGF-b/SMAD3 reporter, GFP fluorescence, 18 h; TGF-beta stimulated, 500 pg/mL final; Potency, µM (highest dose often 46.1 µM), without a hit: at the highest dose activity, negative = inhibition, hits mostly inhibitors; actives 1.2% (n = 410,000); further: potency means the concentration at half of the fitted maximal effect; on the % scale 0 is the no-effect control and ±100 the full control effect; nearly all actives have a fitted effect of over 65% in size
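GFP signal (ex488/em500-530) from TGF-beta-stimulated HEPG2 CAGA-GFP cells, 500 pg/mL final, 18 h at 37 degrees C in DMEM plus 1% FBS, normalized to unstimulated and DMSO-stimulated controls.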
The depositor's hits bear a star; i = inactive; ? = inconclusive; . = no result given; & = joins results of further samples; ! = a repeat was not active; [ ] = remark or other dose. Unless noted, the call rests on the fitted dose curve; in most records, active means well fitted curve in the direction sought with a large enough effect; inconclusive means small, poorly fitted or top-dose-only effect, or another doubt; inactive means no such curve, though single readings can be large; an effect the other way counts as inactive or inconclusive. Not all compounds are listed; count on the stated rates, not on these rows.

The opening 8 compounds (preview)
Second line of a record: MCF10A rerep	IL-1B inflam inh	Nrf2 ARE act	HepG2 tox	S2 tox	A549 tox	Nrf2 inh	ATXN2 expr inh	TGFb inhibitor
> O=c1[nH]c2ccccc2n1C1CCN(C(CCc2ccccc2)c2nnnn2Cc2ccccc2)CC1 (centres undefined)
  .	-93.1*	-3.8%	-91.0%	8.91µM*	.	.	8.91µM*	?
> COc1ccc(-c2cc(C(F)(F)F)n3nc(C(=O)N4CCC5(CC4)OCCO5)cc3n2)cc1OC
  1.0%	-8.1	-0.7%	-23.4%	i	-9.0%	-12.5%	-15.8%	-7.4%
> CC1CCN(C(=O)Cn2c(=O)oc3cc(S(=O)(=O)N4CCCCC4)ccc32)CC1
  0.2%	16.6	-0.7%&3.3%	52.2%&4.5%	i	-1.4%&-4.1%	2.0%&6.8%	7.3%	13.8%&-1.3%
> Cc1ccc(-n2c(C)nc3ccccc3c2=O)cc1C
  2.6%	28.5	3.5%	-20.6%	i	?	-21.7%	.	-26.4%
> C=CCN1C(=O)NC(=O)/C(=C/C=C/c2ccccc2)C1=O
  ?	?	14.5%	-7.5%	i	-9.2%	6.6%	-18.3%	?
> Cc1cc(OC(=O)CCNC(=O)OC(C)(C)C)c2c3c(c(=O)oc2c1)CCC3
  20.9%	-9.6	4.0%	1.4%	i	-0.4%	2.3%	-16.6%	3.1%
> O=C(CCCN1CCC(n2c(=O)[nH]c3ccccc32)CC1)c1ccc(F)cc1
  5.6%	-28.4	3.7%	-24.2%	i	0.5%	-10.6%	?	2.3%
> Cc1ccc(S(=O)(=O)N2Cc3cc(N4CCOCC4)ccc3-n3nncc3C2)cc1
  .	-12.7	-0.4%	-3.8%	i	.	.	2.5%	-2.0%

Results, previewed entries included:
Second line of a record: MCF10A rerep	IL-1B inflam inh	Nrf2 ARE act	HepG2 tox	S2 tox	A549 tox	Nrf2 inh	ATXN2 expr inh	TGFb inhibitor
> O=c1[nH]c2ccccc2n1C1CCN(C(CCc2ccccc2)c2nnnn2Cc2ccccc2)CC1 (centres undefined)
  .	-93.1*	-3.8%	-91.0%	8.91µM*	.	.	8.91µM*	?
> COc1ccc(-c2cc(C(F)(F)F)n3nc(C(=O)N4CCC5(CC4)OCCO5)cc3n2)cc1OC
  1.0%	-8.1	-0.7%	-23.4%	i	-9.0%	-12.5%	-15.8%	-7.4%
> CC1CCN(C(=O)Cn2c(=O)oc3cc(S(=O)(=O)N4CCCCC4)ccc32)CC1
  0.2%	16.6	-0.7%&3.3%	52.2%&4.5%	i	-1.4%&-4.1%	2.0%&6.8%	7.3%	13.8%&-1.3%
> Cc1ccc(-n2c(C)nc3ccccc3c2=O)cc1C
  2.6%	28.5	3.5%	-20.6%	i	?	-21.7%	.	-26.4%
> C=CCN1C(=O)NC(=O)/C(=C/C=C/c2ccccc2)C1=O
  ?	?	14.5%	-7.5%	i	-9.2%	6.6%	-18.3%	?
> Cc1cc(OC(=O)CCNC(=O)OC(C)(C)C)c2c3c(c(=O)oc2c1)CCC3
  20.9%	-9.6	4.0%	1.4%	i	-0.4%	2.3%	-16.6%	3.1%
> O=C(CCCN1CCC(n2c(=O)[nH]c3ccccc32)CC1)c1ccc(F)cc1
  5.6%	-28.4	3.7%	-24.2%	i	0.5%	-10.6%	?	2.3%
> Cc1ccc(S(=O)(=O)N2Cc3cc(N4CCOCC4)ccc3-n3nncc3C2)cc1
  .	-12.7	-0.4%	-3.8%	i	.	.	2.5%	-2.0%
> O=C(O)Cn1cc(/C=C2\C(=O)NC(=O)N(c3ccc(Cl)cc3)C2=O)c2ccccc21
  -11.9%	38.7	1.6%	-7.0%	i	9.5%	13.5%	.	5.3%
> c1cncc(CNC2=NCCCCC2)c1
  4.5%	5.6	-0.4%	-5.2%	i	-2.3%	9.2%	4.0%	27.9%

Next part
Second line of a record: MCF10A rerep	IL-1B inflam inh	Nrf2 ARE act	HepG2 tox	S2 tox	A549 tox	Nrf2 inh	ATXN2 expr inh	TGFb inhibitor
> COc1ccc(C(=O)CC2(CC(=O)c3ccc(OC)cc3)C(=O)N(C)C(=O)N(C)C2=O)cc1
  -4.7%	?	-0.4%	-0.8%	i	-1.4%	-10.7%	1.7%	4.5%
> O=C1NC(=O)N(Cc2ccc(F)cc2)C(=O)/C1=C\C=C\c1ccco1
  3.66µM*	-95.6*	?	-48.5%	?	?	?	?	?
> CC(=O)OC(CC(=O)O)C[N+](C)(C)C (centres undefined)
  ?	0.2	-1.4%	-12.2%	i	-0.8%	3.4%	0.7%	-13.9%
> COP(=O)(NS(=O)(=O)c1ccccc1)OC
  -4.2%	10.8	0.0%	15.3%	i	-9.9%	0.4%	.	20.6%
> CC1([N+](=O)[O-])COP(=O)(NC2CC2)OC1 (centres undefined)
  -6.1%	1.3	0.1%	10.6%	i	10.8%	-3.8%	-17.7%	7.3%
> CCCCn1c(N)c(C(=O)NCCN2CCOCC2)c2nc3ccccc3nc21
  20.6µM*	-54.2*	5.5%	-0.6%	.	19.9%	.	-16.9%	-11.8%
> CC(=NCc1ccc2c(c1)OCO2)c1c(O)[nH]c(=O)[nH]c1=O
  0.2%[9.22 µM]	-6.2	2.2%	-3.4%	i	1.2%	3.2%	-25.3%	-0.7%
> CCc1ccc(CNCCc2ccccc2F)cc1
  12.0%	-57.5*	1.7%	-60.5%	i	?	?	1.0%	?
> Cc1ccccc1C(=O)Nc1cc(-c2ccc(Cl)cc2)nn1-c1ccccc1
  .	.	0.1%	-1.4%	?	7.7%	.	0.7%	-2.2%
> CN1C(=O)C(Cc2ccsc2)C(=O)N(C)C1=O
  5.5%	10.7	-0.5%	-5.3%	i	-2.4%	5.4%	3.0%	2.9%

Next results follow.
Second line of a record: MCF10A rerep	IL-1B inflam inh	Nrf2 ARE act	HepG2 tox	S2 tox	A549 tox	Nrf2 inh	ATXN2 expr inh	TGFb inhibitor
> c1ccc2c(c1)OCC(C1=NCCN1)O2 (centres undefined)
  18.4µM*!	-79.3*	?	-65.9%	12.6µM*!	-6.4%	-6.4%	?	?
> c1ccc(-n2ccnc2)cc1
  0.1%	19.2	-1.1%	-1.8%	i	-3.2%	-4.6%	10.4%	10.4%
> NCCc1ccc(O)cc1
  ?	-20.8	0.0%	-6.9%	i	23.5%	-10.4%	-5.8%&-1.3%	2.8%
> COc1ccc(-c2ccc3c(c2)CN(c2cccc(Cl)c2)Cc2cnnn2-3)cc1
  .	-2.8	0.4%	-1.9%	i	.	.	-7.8%	-14.2%
> Cn1c(C(=O)N2CCC(C(=O)N3CCC4(CC3)OCCO4)CC2)cc2sccc21
  ?	-11.3	-0.3%	-20.1%	i	-0.5%	7.7%	1.9%	-13.7%
> O=C(COC(=O)c1ccccc1)Nc1ccc(Cl)cc1C(=O)c1ccccc1
  ?	15.9	0.0%	-7.6%	i	-8.3%	-21.0%	-13.2%	-8.4%
> N[C@@H]1C[C@H]1c1ccccc1
  1.4%	22.4	-0.2%	-5.8%	i	2.8%	5.2%	2.7%&17.8%	-3.6%
> O=C(Cn1cnc2sc3c(c2c1=O)CCCC3)NCCCC(=O)N1CCC2(CC1)OCCO2
  4.3%	-3.1	-0.5%	0.6%	i	-1.6%	-14.5%	4.2%	-0.9%
> Cc1cc(OC(C)C(=O)N[C@H](C(=O)O)c2ccccc2)c2c3c(c(=O)oc2c1)CCC3 (some centres undefined)
  -1.2%	6.2	-0.1%	2.4%	i	-3.5%	-18.4%	1.5%	-4.7%
> CCOC(=O)C1CN(C)CCC1=O (centres undefined)
  -3.6%	4.0	2.2%	15.1%	i	?	.	4.4%	10.9%

Later entries
Second line of a record: MCF10A rerep	IL-1B inflam inh	Nrf2 ARE act	HepG2 tox	S2 tox	A549 tox	Nrf2 inh	ATXN2 expr inh	TGFb inhibitor
> CCS(=O)(=O)Nc1cccc(C(=C2CCCCC2)c2cnc[nH]2)c1
  -9.2%	29.0	3.5%	-20.5%	i	0.9%	-17.2%	2.5%	-9.6%
> CC[C@]12C=CCN3CCC4(c5cc(Br)c(OC)cc5N(C)C4[C@@](O)(C(=O)OC)[C@@H]1OC(C)=O)C32 (some centres undefined)
  -0.5%	0.5	-0.7%	-11.0%	i	-0.6%	?	.	2.1%
> Cc1ccc2c(c1)C1CN(C)CCC1N2S(=O)(=O)c1ccccc1 (centres undefined)
  -3.5%	-2.2	0.2%	-10.0%	i	12.6%	3.7%	-13.8%	11.5%
> CCC(=O)Nc1cc(C(=O)O)ccc1S(=O)(=O)c1ccc(C)cc1
  -32.1%[inhibitor]	20.5	0.1%	-0.3%	i	5.6%	1.8%	-12.3%	12.0%
> O=C1c2ccccc2C2(c3ccc(Cl)cc3)NCCN12 (centres undefined)
  ?	-53.3*	-0.1%	-18.3%	i	0.0%	-1.5%	0.5%	12.9%
> O=C1NC(=O)N(c2ccccc2F)C(=O)/C1=C/c1ccc(Oc2ccc([N+](=O)[O-])cn2)cc1
  -0.5%	0.0	0.4%	2.4%	i	-1.0%	-2.2%	2.8%	-1.2%
> O=C1c2ccccc2-c2cccc3cccc1c23
  8.5%	-17.0	?	-29.1%	i	4.9%	21.7%	13.2%	0.5%
> Cc1ccsc1C(=O)C1CCCN(Cc2cccc(-n3cccn3)c2)C1 (centres undefined)
  -6.0%	-12.8	0.7%	-17.3%	i	-0.3%	-13.6%	-26.5%	-13.6%
> O=C1CN(O)C(c2ccccc2)=c2cc(Cl)ccc2=N1
  ?	-1.6	0.0%	0.4%	i	7.6%	3.9%	0.4%	-2.1%
> C=CCn1c(O)c(C(C)=Nc2ccc(C(=O)O)cc2)c(=O)[nH]c1=O
  -10.5%	20.6	0.1%	-8.4%	i	0.0%	-11.9%	3.6%	-18.4%
